High-throughput results as filed in PubChem BioAssay.
PrPC TRFRET: inhibitors of human cell surface prion protein PrPC, primary screen, cell-based, TR-FRET. inhibition, % at 13.8 µM. Major prion protein (Homo sapiens), P04156. hit rate 0.43% among 370,000. TR-FRET read-out; in the data active = inhibition above about 24%; also: 0% = median of the test wells and 100% = reference compound wells
MazF activator: activators of E. coli MazEF toxin-antitoxin RNase, primary screen, biochemical, fluorescence, uHTS | Endoribonuclease toxin MazF (Escherichia coli (strain K12)), P0AE70 | activation, % at 20 µM | FAM/BHQ RNA-DNA oligo cleavage fluorescence, 5 h | hit rate 0.32% among 350,000; in the data active = activation above about 50%
Target sequence (P0AE70 whole entry, looked up): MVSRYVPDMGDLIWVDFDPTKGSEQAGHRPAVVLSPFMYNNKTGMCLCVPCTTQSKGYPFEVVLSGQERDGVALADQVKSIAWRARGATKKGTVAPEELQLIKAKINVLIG
SARS 3CLpro inh: SARS-CoV 3CLpro protease inhibitors, primary screen, biochemical, quenched FRET. Replicase polyprotein 1ab (Severe acute respiratory syndrome coronavirus), P0C6X7. recombinant SARS-CoV 3CLpro, quenched FRET peptide cleavage. inhibition, % at 6 µM. hit rate 0.14% among 290,000. AID 1706, 2009; in the data active = inhibition above about 12%
DUSP3 inh: VHR1 phosphatase inhibitors, primary screen, biochemical, absorbance, uHTS; hit rate 0.52% among 290,000; recombinant VHR phosphatase, pNPP absorbance; Dual specificity protein phosphatase 3 (Homo sapiens), P51452; inhibition, % at 13.3 µM; AID 1654, 2009; in the data active = inhibition above about 50%; also: some compounds called inactive have numbers as strong as hits
Target sequence (P51452 whole entry, looked up): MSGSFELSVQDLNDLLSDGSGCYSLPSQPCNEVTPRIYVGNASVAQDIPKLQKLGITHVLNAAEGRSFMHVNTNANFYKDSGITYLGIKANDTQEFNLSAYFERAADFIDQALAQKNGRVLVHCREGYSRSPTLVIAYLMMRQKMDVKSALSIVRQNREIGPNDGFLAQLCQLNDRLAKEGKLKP
BoNT F protease: BoNT/F light chain protease inhibitors, primary screen, biochemical, flow cytometry, MLPCN library | Botulinum neurotoxin type F light chain protease (Clostridium botulinum) | Multiplex microsphere protease cleavage assay | inhibition, % at 10 µM | hit rate 0.22% among 360,000 | AID 588497, 2011; in the data active = inhibition above about 35%, passing the limit was not always enough; inconclusive = no clear call, values can overlap the other calls; also: plate controls were buffer without enzyme for full effect and enzyme alone for no effect
Rv3671c inh: Rv3671c serine protease inhibitors, primary screen, biochemical, fluorescence polarization, M. tuberculosis H37Rv | P9WHR9 | inhibition, % at 5.96 µM | hit rate 0.048% among 320,000 | AID 2606, 2010; in the data active = inhibition above about 38%;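 also: extracellular domain of Rv3671c used as enzyme; 0% = enzyme with DMSO and 100% = no enzyme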
Target sequence (P9WHR9 whole entry, looked up, the tested form may be a part): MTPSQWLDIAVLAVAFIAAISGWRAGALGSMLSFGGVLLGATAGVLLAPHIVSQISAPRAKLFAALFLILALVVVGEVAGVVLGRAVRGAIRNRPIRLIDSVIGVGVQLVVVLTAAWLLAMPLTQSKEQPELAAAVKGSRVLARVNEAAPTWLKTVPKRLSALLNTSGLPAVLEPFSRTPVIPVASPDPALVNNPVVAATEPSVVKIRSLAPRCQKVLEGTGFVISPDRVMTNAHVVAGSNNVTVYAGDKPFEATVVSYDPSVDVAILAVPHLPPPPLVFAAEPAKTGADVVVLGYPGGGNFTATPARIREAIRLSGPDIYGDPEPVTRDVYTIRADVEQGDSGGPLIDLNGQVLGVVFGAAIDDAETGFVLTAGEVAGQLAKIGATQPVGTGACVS
BoNT A protease: BoNT/A light chain protease inhibitors, primary screen, biochemical, flow cytometry, MLPCN library; hit rate 0.17% among 360,000; inhibition, % at 10 µM; multiplex microsphere protease substrate cleavage; Botulinum neurotoxin type A light chain protease (Clostridium botulinum A str. ATCC 3502); also: plate controls were buffer without enzyme for full effect and enzyme alone for no effect
PriA SSB inh: inhibitors of Klebsiella pneumoniae PriA binding to SSB C-terminal tail, primary screen, biochemical, AlphaScreen. PriA–SSB C-terminal tail interaction (Klebsiella pneumoniae). hit rate 0.6% among 430,000. inhibition, % at 33 µM. AlphaScreen SSBct-PriA binding, biotinylated peptide; in the data active = inhibition mostly above about 37%, no sharp cut-off; inactive = mostly below about 20%;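 also: plate controls were negative control peptide for no effect and reference peptide for full effect; strong numbers were not always called active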
CCHFV vOTU inh: CCHFV vOTU protease inhibitors, primary screen, biochemical, Pep-AMC substrate, fluorescence; hit rate 0.55% among 370,000; Crimean-Congo hemorrhagic fever virus L polyprotein viral ovarian tumor (vOTU) protease …; inhibition, % at 11.5 µM; in the data active = inhibition above about 30%; also: 0% = vehicle wells with enzyme and 100% = no enzyme wells
Anthrax LF prot: Bacillus anthracis LF protease inhibitors, primary screen, biochemical, multiplex microsphere, MLPCN library | Lethal factor (Bacillus anthracis), P15917 | multiplex microsphere protease cleavage assay | inhibition, % at 10 µM | hit rate 0.12% among 360,000 | AID 588501, 2011; also: plate controls were buffer without enzyme for full effect and enzyme alone for no effect
Active calls of the source: *; u = inconclusive; x = not tested or not shown; & = joins results of further samples. Rule as the data show it, unless noted: active = inhibition above about 30%; inconclusive = no clear call, values can overlap the other calls; inactive = below that.

SMILES	PrPC TRFRET	MazF activator	SARS 3CLpro inh	DUSP3 inh	BoNT F protease	Rv3671c inh	BoNT A protease	PriA SSB inh	CCHFV vOTU inh	Anthrax LF prot
CN(CC(=O)NC1CC1)S(=O)(=O)c1ccc(Br)cc1	-6	4	3	-5	-1	0	-2.7	-13	15	3
Cn1c(=O)c(S(=O)(=O)C(C)(C)C)c(O)c2ccccc21	0	-2	11	-13	-6	3	0.1	3	0	-5
Cc1cc(C)c(C#N)c(SCC(=O)N(CCC#N)c2ccc3c(c2)OCCO3)n1	5	-3	x	x	7	x	2.8	-4	-13	2
NC(=S)NNC(=O)COc1ccccc1O	6	6	1	11	-4	1	-1.0	-5	5	-5
CCOc1ccc(NC(=O)COc2nsnc2N2CCCCC2)cc1	9	-7	1	15	-13	-3	-1.0	-2	-15	-7
Cc1cccc(OC(=O)c2ccncc2)c1C	-7	0	-2	15	-4	10	-0.2	-13	12	2
COc1cc2nn(-c3ccccc3N)nc2cc1OC	-2	-3	x	x	-2	x	-0.2	x	26	3
CCN1CCN(c2cc(C)c3cc(NC(=S)N4CCCC4)ccc3n2)CC1	1	0	1	30	-4	-13	0.2	8	8	0
CCOc1ncccc1C(=O)OCc1ccccc1	-4	1	-3	5	-6	-6	0.2	-56	8	-2
O=C1CN(C(=O)N[C@@H](Cc2ccccc2)C(=O)N[C@@H](C(=O)O)c2ccccc2)c2ccccc2N1	-4	-4	1	-32	-5	-6	0.4	-9	-4	-4
CC(C)Cc1cc(C(=O)N2CCCC(CO)(Cc3ccc(F)cc3)C2)no1 (centres undefined)	0	-6	2	-20	-2	3	2.7	1	18	3
O=C(NCc1ccc2c(c1)CCO2)Nc1ccccc1	8	2	3	18	6	-4	-0.2	-2	-9	8
COc1ccc(N2CCN(CC(=O)Nc3ncc(C)s3)CC2)cc1	0	1	3	16	-8	4	-1.7	7	5	-8
CCOC(=O)Nc1ccc2c(CN3CCN(S(=O)(=O)c4ccccc4F)CC3)cc(=O)oc2c1	6	-13	x	x	-1	x	1.4	-8	0	5
CCCCn1c(=N)n(CC(=O)O)c2ccccc21	2	6	0	-10	-4	2	-0.4	-12	-10	-10
C=CCn1c(=N)n(CC(=O)c2ccc(Cl)cc2)c2ccccc21	-5	-2	-3	10	-2	10	-1.0	-11	-3	-2
Cc1ccc(C(=O)OCC(=O)NC(C)C2CC3CCC2C3)cc1N (centres undefined)	-5	4	x	x	4	-4	-0.1	-10	-5	-5
CCN(CC)S(=O)(=O)c1ccc(C(=O)NCC(c2ccc(OC)cc2)N2CCOCC2)cc1 (centres undefined)	2	4	3	30	-5	-2	0.4	-6	0	0
CC(OC(=O)c1cc(=O)[nH]c2ccccc12)C(=O)Nc1ccccc1F (centres undefined)	-11	4	x	x	-8	-2	-0.2	3	1	-2
COc1ccc(Cc2nnc(NC(=O)c3cc(OC)c(OC)c(OC)c3)s2)cc1	9	6	6	23	u	-27	-4.6	6	-7	-11

Compounds shown so far that contain an aryl methoxy group:
SMILES	PrPC TRFRET	MazF activator	SARS 3CLpro inh	DUSP3 inh	BoNT F protease	Rv3671c inh	BoNT A protease	PriA SSB inh	CCHFV vOTU inh	Anthrax LF prot
COc1cc2nn(-c3ccccc3N)nc2cc1OC	-2	-3	x	x	-2	x	-0.2	x	26	3
COc1ccc(N2CCN(CC(=O)Nc3ncc(C)s3)CC2)cc1	0	1	3	16	-8	4	-1.7	7	5	-8
CCN(CC)S(=O)(=O)c1ccc(C(=O)NCC(c2ccc(OC)cc2)N2CCOCC2)cc1 (centres undefined)	2	4	3	30	-5	-2	0.4	-6	0	0
COc1ccc(Cc2nnc(NC(=O)c3cc(OC)c(OC)c(OC)c3)s2)cc1	9	6	6	23	u	-27	-4.6	6	-7	-11

More structures follow.
SMILES	PrPC TRFRET	MazF activator	SARS 3CLpro inh	DUSP3 inh	BoNT F protease	Rv3671c inh	BoNT A protease	PriA SSB inh	CCHFV vOTU inh	Anthrax LF prot
Cn1nc(-c2ccc(Cl)cc2)cc1NC(=O)CSCC(=O)O	-3	-3	5	17	x	0	x	-15	-10	x
S=C(Nc1ccc(N2CCOCC2)cc1)Nc1ccc2nc(-c3ccco3)c(-c3ccco3)nc2c1	-22	-23	-1	50*	-48	-5	15	8	21	6
COc1cc(/C=C(\NC(C)=O)C(=O)O)cc(OC)c1OC	8	-4	-1	2	-3	3	-0.4	-7	7	-3
CCCCn1nnnc1NCc1ccc(N(CC)CC)cc1	2	-2	3	21	-3	-1	-1.7	-22	16	-4
CC1=C([N+](=O)[O-])C(c2ccccc2Cl)NC(=O)N1 (centres undefined)	-6	-5	-5	18	4	1	1.1	-24	-2	-5
O=C(COc1ccc([N+](=O)[O-])cc1)NNC(=O)Nc1cccc(F)c1	-2	1	0	24	6	-4	2.8	-2	-3	-3
O=C(O)c1ccccc1NS(=O)(=O)c1cccc(NS(=O)(=O)c2cc(Br)ccc2Br)c1	1	-3	x	x	0	-7	0.3	-6	12	1
COCCN1C(=O)CS/C1=C(/C#N)C(=O)NCc1ccco1	-3	5	-6	18	-6	-26	-0.6	-6	9	-8
Cc1c(C(=O)Nc2ccc3c(c2)OCO3)sc2nc(-c3ccccc3)cn12	5	66*	1	2	-20	-13	-2.1	6	-11	-5
CCCCCn1ccc(=N)cc1	15	-8	5	1	-6	-1	0.0	-9	5	-3
COc1ccc(NC(=O)CNCc2ccc(Cl)cc2)cc1S(=O)(=O)N1CCOCC1	6	2	x	x	-5	8	0.5	1	-12	-1
CCC(C(=O)NCCc1ccco1)n1nc(C)c2c(C)n(-c3ccccc3)nc2c1=O (centres undefined)	4	5	-1	6	-7	-2	0.8	8	8	0
CCOCC(=O)Nc1ccc(S(=O)(=O)Nc2ncccn2)cc1	2	2	0	7	2	6	-0.2	-9	-3	-1
O=C(NCCCc1ccccc1)C(=O)NCC1OCCN1S(=O)(=O)c1cc(F)ccc1F (centres undefined)	-4	0	-4	10	-3	3	1.4	4	11	-1
c1ccc2nc3c(nc2c1)[nH]c1ccccc13	-23	8	1	23	11	0	2.9	-5&2	-28	-3
Cc1ccc(S(=O)(=O)NCc2cccnc2)cc1C	6	2	-2	7	-15	7	2.7	-8	-11	24
Cc1c(C(=O)O)cccc1-n1c(C)cc(/C=C(/C#N)C(=O)NCc2ccccc2)c1C	-10	0	3	-10	2	4	-0.8	0	13	-5
O=C(O)c1ccc(-c2ccc(O)c(F)c2)cc1	8	5	-2	-2	-21	-5	-1.6	-9	-1	-2
Cc1ccc(CNC(=O)CCS(=O)(=O)c2cccc3nonc23)cc1	-49	-2	-2	-8	4	1	3.1	1	-7	7
Cn1c(=O)c2c(nc(CN3CCN(CCO)CC3)n2Cc2ccccc2Cl)n(C)c1=O	6	5	-3	33	-7	0	-0.1	-6	11	-4
CCOC(=O)/C(C#N)=C/N1CCOCC1	-9	7	-5	9	4	-1	1.0	-24	1	-3
C=CCC[C@H](Cc1ccc(F)cc1)C(=O)OC[C@@H](Cc1c[nH]c2ccccc12)NC(=O)[C@@H](CC=C)CC(=O)N[C@H](CO)Cc1ccccc1	6	-8	x	x	-6	-18	0.0	-17	7	4
CSc1cccc(NC(=O)c2c(Cl)cnn2C)c1	10	3	-1	0	-30	2	-3.5	-19	-1	-6
CN1CCN(c2ccc(S(=O)(=O)N3CCOCC3)cc2)CC1	-5	-7	2	38	-11	2	0.5	-1	-5	-2
O=C(NCC1CCCO1)c1cn(Cc2ccccc2)nc1-c1ccc(Cl)cc1 (centres undefined)	-3	7	x	x	-2	8	-0.1	-4	14	6
NC(Cc1ccccc1)c1nc(-c2ccccc2)no1 (centres undefined)	6	-25	3	-19	-6	12	-0.4	-7	-2	-4
O=C(CCCOc1cccc(Br)c1)NCCOc1ccccc1	3	-7	1	27	1	-3	1.0	-34	3	0
Cc1nc2ccccc2c(=O)n1/N=C/c1ccc(N(C)C)cc1	4	6	-6	10	3	0	1.1	x	-1	2
Cc1cccc(NS(=O)(=O)c2cccc3nsnc23)c1	-20	9	-1	20	-2	6	0.3	0	11	2
CCNc1c([N+](=O)[O-])c(=O)oc2ccccc12	-6	3	8	21	3	-4	-0.2	-2	-6	2
CCn1c(SCC(=O)Nc2ccc(C(C)=O)cc2)nnc1C1CC1	-6	-1	-2	22	5	2	0.9	-7	6	-2
CCOC(=O)CSc1nc(N)c(C#N)c(-c2ccc(OCC)cc2)c1C#N	-3	-10	-1	7	10	1	-0.2	-4	-14	-6
COC(=O)c1cc(C)sc1NC(=O)C1CC(=O)NN1Cc1ccccc1 (centres undefined)	-7	0	0	16	-1	6	0.5	-7	6	0
Cc1nn(Cc2ccccc2)c(C)c1NC(=O)CSc1nnc(-c2cc(Cl)ccc2O)n1C	9	-3	-1	-10	-5	1	0.2	-3	-6	-3
CC12CCC(=O)N1C(C(=O)OCC(=O)Nc1sccc1C#N)CS2 (centres undefined)	0	12	-3	27	3	3	0.2	-9	-9	7
CCC/C(O)=C1\C(=O)CC(C)(C)CC1=NCc1ccccc1	-1	1	0	-8	u	-1	u	x	-5	0
COc1ccc(Br)c(C(=O)N2CCCC2(C)C(=O)NCC(C)C)c1 (centres undefined)	-1	x	x	x	-5	x	-0.7	x	5	2
COC(=O)CSc1snnc1-c1ccc(Cl)c(Cl)c1	-2	-2	-2	13	1	-4	-0.2	-22	15	3
COCc1ccc([C@@H]2C[C@H]3CN(Cc4cccc(Cl)c4)C(=O)[C@]34CCCN24)o1	3	2	4	-14	-1	-8	0.9	4	-17	-3
CN1CCN(/C=N/c2c(C#N)cnn2-c2ccccc2)CC1	5	6	-5	-4	-5	3	-1.3	x	0	-6
COc1cc(NC(=S)N2CCN(c3ccccn3)CC2)cc(OC)c1	-2	2	-3	0	-27	-6	-3.7	-4	18	0
CN(C)S(=O)(=O)c1cccc(COc2ncnc3c(Cl)cc(Cl)cc23)c1	5	-7	5	26	3	5	-1.8	-7	16	2
O=C1CSC(=S)N1N=C1CCCCCC1	-3	-17	-5	-23	-1	-8	0.1	-8	6	-2
COC(=O)C1CC(Cl)CN1c1ncc(C(F)(F)F)cc1Cl (centres undefined)	-4	1	-6	-28	-9	7	-0.6	-2	5	0
Cn1c(=O)n(CCc2ccccc2)c2ccccc21	-6	0	-6	-4	24	1	-1.7	-3	4	-4
Cc1cc(C)cc(NC(=O)c2ccc3c(c2)CCN3S(C)(=O)=O)c1	1	1	-2	5	-11	-7	-1.3	-6	2	8
COc1cc(NC(=S)Nc2ccccn2)c(OC)cc1Cl	-3	8	6	26	-4	1	-0.2	0	-9	0
COC(=O)C1=C(C)N(Cc2ccccc2)C(=NCCc2cccnc2)N[C@H]1c1ccccc1	x	12	-5	13	-1	0	-0.1	-2	x	1
COC(=O)C1(C)NCCc2c1[nH]c1ccccc21 (centres undefined)	-2	3	x	x	-6	8	0.3	10	-7	2
CCN(CC)c1c2c(c(C#N)c3nc4ccccc4n13)CCC2	-2	27	-3	27	-1	-2	-0.6	1	3	-3
CC[C@@]12C(=O)N(c3ccc(C)cc3)C(=O)N1[C@H](c1cccc(C)c1)[C@@H]1C(=O)N(Cc3ccccc3)C(=O)[C@@H]12	-4	2	x	x	-2	-16	-0.3	-5	6	0

A portion of the library; the hit share may differ from the screen's.
